# mABHD4 FP: inhibits mouse alpha/beta hydrolase domain 4; purified mABHD4, FP-Rh probe fluorescence polarization; inhibition, % at 8.92 µM; actives 0.54% (n = 370,000); AID 720543;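 active = inhibition exceeding the mean over every tested compound plus 3 SD, cut at about 30% in these data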;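 note: 0% = plate median of compound wells and 100% = S159A mutant with DMSO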
# Target sequence (Q8VD66 whole entry, looked up, the tested form may be a part): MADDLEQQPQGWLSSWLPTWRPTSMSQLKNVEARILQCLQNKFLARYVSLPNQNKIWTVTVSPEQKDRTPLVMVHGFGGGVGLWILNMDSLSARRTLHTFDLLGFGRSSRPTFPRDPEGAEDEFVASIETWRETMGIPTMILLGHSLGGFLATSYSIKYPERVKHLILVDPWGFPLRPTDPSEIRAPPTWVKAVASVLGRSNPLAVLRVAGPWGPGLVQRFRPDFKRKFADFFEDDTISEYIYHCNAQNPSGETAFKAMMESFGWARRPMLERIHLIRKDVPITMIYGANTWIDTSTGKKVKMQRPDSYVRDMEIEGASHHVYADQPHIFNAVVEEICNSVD
#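 Test system: mouse ABHD4 enzyme, wild type. Reagent: FP-Rh fluorescent activity-based probe, added after compound pre-incubation. Timing: pre-incubation 45 min, probe exposure 60 min, at 25 °C. Technique: FP readout, ex 525 nm / em 598 nm. Benchmarks: high control S159A mutant with DMSO, low control median of compound wells.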
# ASAP1 GAP inh: blocks human ASAP1-stimulated Arf1 GTP hydrolysis. Q9ULH1. GDP FP detection. inhibition, % at 16.5 µM. actives 0.19% (n = 360,000); in the data active = inhibition above about 25%;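 note: 0% = vehicle with enzyme and substrate and 100% = no enzyme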
# PG9 binder: small molecules binding HIV-1 gp120 antibody PG9 | TR-FRET gp120-PG9 antibody binding | inhibition, % at 6.7 µM | actives 0.43% (n = 360,000); in the data active = inhibition above about 8.5%
# ARFGAP1 inhibitor: inhibitors of rat ARFGAP1; Q62848; actives 0.26% (n = 360,000); inhibition, % at 16.5 µM; Arfgap1-stimulated ARF1 GTP hydrolysis, GDP FP detection;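 active = inhibition above a per-plate limit, mean inhibition of low control wells plus 3 SD, cut at about 25% in these data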;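 note: 0% = DMSO wells with enzyme and 100% = wells lacking Arfgap1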
# Target sequence (Q62848 1-136 limits assumed): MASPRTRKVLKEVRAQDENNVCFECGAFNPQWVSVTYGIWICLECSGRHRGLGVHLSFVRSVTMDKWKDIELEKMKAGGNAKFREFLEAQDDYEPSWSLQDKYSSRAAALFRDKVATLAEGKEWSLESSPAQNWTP
#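 Material: rat Arfgap1 GAP domain (His6, aa 1-136), purified enzyme. Also added: human ARF1(Δ1-17)-GTP substrate. Compound dosing: 16.5 µM single point, 1.26% DMSO. Timing: enzyme reaction 120 min at 25 °C after 20 min preincubation. Signal: GDP detection by fluorescence polarization. Read-out basis: percent inhibition of GAP-stimulated GDP formation, scaled between DMSO and no-Arfgap1 medians.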
# rCAG RNA binder: binds r(CAG) RNA repeats. r(CAG) RNA repeat, TO-PRO-1 dye displacement fluorescence. inhibition, % at 3 µM. actives 1.3% (n = 370,000);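 active = inhibition above the plate cutoff, the mean of all test compounds on that plate plus 3 SD, cut at about 35% in these data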;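 note: 0% = DMSO alone and 100% = 100 µM mitoxantrone as full dye displacement; higher means more dye released from RNA so lower well fluorescence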
# SMARCA2 act: activators of SMARCA2 function; MG213 cells, MMTV-luciferase reporter, dexamethasone, overnight; activation, % at 9.1 µM; actives 1% (n = 370,000); AID 652017; in the data active = activation above about 7.8%;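 note: 0% = vehicle wells and 100% = reference activator wells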
# NPR2 activator: GC-B (human) receptor activation. P20594. HEK293-GC-B cells, CNP EC30, cGMP TR-FRET; 0% at EC30 CNP, 100% saturating CNP. activation, % at 10 µM. actives 0.11% (n = 370,000). AID 1920062;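 active = activation at 10 µM reaching about 35% in either raw or pattern-adjusted values, limit read from the data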
# NPR1 activator: GC-A (human) enzyme activation; HEK293 GC-A cells, cGMP TR-FRET, EC30 ANP; 0% at EC30 ANP, 100% saturating ANP; activation, % at 10 µM; actives 0.14% (n = 370,000); in the data active = activation above about 40%
# HTRA1 inhibitor: inhibitors of human serine peptidase HTRA1; recombinant HTRA1, FP-rhodamine activity-based probe, fluorescence polarization; inhibition, % at 5.96 µM; actives 0.5% (n = 340,000); in the data active = inhibition above about 36%;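 note: 0% = enzyme with DMSO and 100% = wells lacking enzyme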
# Target sequence (Q92743 whole entry, looked up): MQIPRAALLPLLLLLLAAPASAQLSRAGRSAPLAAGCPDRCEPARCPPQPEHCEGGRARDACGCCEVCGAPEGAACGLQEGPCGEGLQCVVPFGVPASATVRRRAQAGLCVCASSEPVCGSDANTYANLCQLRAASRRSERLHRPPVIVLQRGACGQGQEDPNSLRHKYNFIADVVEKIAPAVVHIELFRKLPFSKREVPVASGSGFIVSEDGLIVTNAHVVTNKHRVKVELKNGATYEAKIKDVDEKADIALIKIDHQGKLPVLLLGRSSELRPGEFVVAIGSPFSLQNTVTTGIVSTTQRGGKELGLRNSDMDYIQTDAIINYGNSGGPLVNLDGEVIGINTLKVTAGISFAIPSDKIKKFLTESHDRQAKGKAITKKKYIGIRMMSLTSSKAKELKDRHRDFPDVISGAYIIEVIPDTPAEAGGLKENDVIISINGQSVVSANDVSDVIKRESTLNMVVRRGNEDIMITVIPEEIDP
# NR1D1 modulator: Rev-erb alpha (human) modulation. P20393. Rev-erbα–FITC-DNA binding, fluorescence polarization, 90 min. activity, % at 10 µM. actives 0.79% (n = 370,000);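 active = activity above about 14%, limit read from the data; passing the limit was not always enough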;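 note: 0% = DMSO wells with 35 nM protein and 100% = DMSO wells with 750 nM protein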
# * marks the source's active call; other numbers are inactive results; x = not tested or not shown.
molecule	mABHD4 FP	ASAP1 GAP inh	PG9 binder	ARFGAP1 inhibitor	rCAG RNA binder	SMARCA2 act	NPR2 activator	NPR1 activator	HTRA1 inhibitor	NR1D1 modulator
Cc1n[nH]c(C)c1CN(C)C(=O)c1cc(COc2ccc(F)c(F)c2)on1	-3.2	-7.9	0.5	6.7	-4.9	-1.4	0.9	0.3	-3.8	-6.0
Cc1ccc([C@@H]2[C@@H]3C(=O)N(C)C(=O)[C@@H]3[C@]3(C)C(=O)N(Cc4ccccn4)CC(=O)N23)o1	1.1	-0.2	0.9	-5.1	-3.7	0.0	9.8	0.1	6.5	-1.7
NNC(=O)COc1cccc(Oc2ccccc2)c1	-0.8	-0.2	-2.7	-6.0	0.7	-0.3	2.9	6.8	-0.8	3.3
COC(=O)/C(=C\c1ccc([N+](=O)[O-])cc1)NC(=O)c1ccccc1	-5.2	-3.4	0.0	9.9	-0.1	3.2	-3.9	-0.5	-4.5	-3.6
O=C(Nc1ccc(N2CCN(C(=O)c3ccccc3)CC2)c(Cl)c1)c1ccc(Br)o1	-10.9	0.3	-0.8	-3.3	-0.7	-4.5	-1.4	4.7	-20.3	-0.4
Cc1ccc(NC(=O)c2ccc(OC(=O)COc3ccc(Cl)c(C)c3)cc2)cc1	-3.9	2.4	0.0	-5.6	1.1	1.9	-7.7	0.6	-7.8	-1.2
O=C(CN1C(=O)C2CC=CCC2C1=O)Nc1nnc(SCc2c(Cl)cccc2Cl)s1 (configuration not stated)	-4.5	3.8	0.6	9.3	17.9	-2.6	6.5	2.9	-5.3	2.5
CC1CCN(Cc2nnnn2CCCC(=O)N(C)C2CCOC2)CC1 (configuration not stated)	-7.1	0.0	-0.7	-4.0	-5.5	-0.9	4.5	0.5	-3.3	6.3
CCCCCCC[C@@H](C/C=C/CCC(=O)N(C)C/C(=C/Cl)C/C(=C\C(=O)N1C[C@H](O)CC1=O)OC)OC	-5.7	6.1	-1.2	13.2	5.7	-7.1	0.9	-1.7	-22.3	5.7
CCc1ccc(NC(=O)C(C)OC(=O)Cn2[nH]c(=O)c3ccccc3c2=O)cc1 (configuration not stated)	0.8	-3.3	2.2	-0.2	0.0	-6.6	-0.9	0.7	3.6	-1.4
C=COc1ccc(N2C(=O)c3ccccc3OC2C)cc1 (configuration not stated)	-1.9	-0.8	-0.9	21.1	-1.4	-2.3	5.1	4.9	2.3	0.9
O=C(CCCCCN1C(=O)CCC1=O)NCc1ccccc1	-1.1	23.3	-1.7	-6.5	2.8	0.2	6.0	2.1	-5.4	2.2
Cc1cccc2c1nc(-c1ccccc1)n1nnnc21	0.9	-4.9	0.2	-1.5	0.9	1.7	-4.1	-5.9	2.4	9.8
O=S(=O)(/N=C(\c1ccc(F)cc1)N1CCOCC1)c1ccccc1	2.2	-5.4	-0.9	-2.1	1.2	-0.6	-0.2	-1.5	2.1	4.2
CCc1nc2ccc(C(=O)NCCCN3CCCC3=O)cn2c1N(C=O)CC	-10.3	7.4	-2.0	10.1	5.0	1.4	4.0	1.9	x	-8.4

# New compounds follow.
molecule	mABHD4 FP	ASAP1 GAP inh	PG9 binder	ARFGAP1 inhibitor	rCAG RNA binder	SMARCA2 act	NPR2 activator	NPR1 activator	HTRA1 inhibitor	NR1D1 modulator
CCOc1ncccc1C(=O)OCC(=O)Nc1nnc(-c2ccccc2)o1	-4.1	7.5	-0.4	1.3	17.0	-2.9	-7.4	0.5	6.9	1.2
CCc1cccc(CC)c1NC(=O)COC(=O)C1(C)CC1(Cl)Cl (configuration not stated)	-1.9	8.3	0.2	-6.9	-8.9	5.6	-1.4	-1.4	1.7	-1.8
CCN(CC)C(=O)Oc1ccc(Cl)c2ccccc12	0.4	-4.0	-0.4	0.4	-3.1	4.3	-0.3	-4.8	-8.2	-3.7
COc1ccc(C(=O)OCC(=O)c2ccc(S(=O)(=O)N3CCCCC3)cc2)c(OC)c1	5.5	0.9	-1.1	-0.3	5.3	-1.9	0.1	2.6	-6.6	-2.8
Cc1sc(N2CCN(S(=O)(=O)c3ccc4c(c3)NC(=O)CO4)CC2)nc1-c1ccccc1	10.2	3.6	2.1	1.9	7.7	-3.0	-17.4	-34.5	-0.5	7.2
CCN(CC)C(=S)NC(=O)c1cc(OC)c(OC)c(OC)c1	6.0	-5.3	-5.1	-0.7	-1.3	0.7	0.4	2.4	0.1	-5.4
C=CCc1ccc(OCCCCN2CC(C)CC(C)C2)c(OC)c1 (configuration not stated)	18.1	2.8	-2.0	8.8	-6.7	-4.9	0.9	-1.9	1.6	5.4
COc1ccc(Nc2nnc(SCC(=O)NC3CCCC3)s2)cc1	1.1	-14.7	-1.2	-4.7	4.4	-2.3	1.8	-4.0	0.1	-4.1
COc1ccc(/C=C(\NC(=O)c2ccc(OC)cc2)C(=O)N2CCCCC2)cc1	2.0	6.3	0.8	9.3	-6.6	3.2	0.3	-4.6	0.1	2.0
Cc1c(C(=O)O)cccc1-n1c(C)cc(/C=N/Nc2ccc([N+](=O)[O-])cn2)c1C	29.6*	11.2	-1.8	4.8	25.9	4.7	-2.1	0.8	13.7	9.6
COc1cc(C(=O)NCC(=O)OCC(=O)c2cccc3ccccc23)cc(OC)c1OC	-8.7	9.7	-1.0	5.4	9.7	-1.0	-2.1	-2.1	-18.1	-5.1
COc1ccc(-n2c(-c3ccccc3)nnc2-c2ccc(Cl)cc2)cc1	-1.0	2.6	3.2	4.8	-1.8	-3.3	-6.2	-13.9	0.4	4.9
O=C(Cc1ccccc1)NCc1ccccn1	-3.8	12.5	-0.6	-16.4	0.4	-3.1	3.7	-1.2	3.0	2.4
NC(=S)n1[nH]c(-c2ccc([N+](=O)[O-])cc2)c(N=Nc2cccc([N+](=O)[O-])c2)c1=O	30.0*	10.5	-2.0	-3.2	21.3	1.7	1.9	4.2	6.6	-12.9
O=C(NC1CCCCCCC1)C1=COCCO1	-2.1	5.9	-0.3	3.2	-0.1	0.2	-0.7	-3.0	3.4	2.5

# 4 structures from above, arranged by SMILES length, low to high:
molecule	mABHD4 FP	ASAP1 GAP inh	PG9 binder	ARFGAP1 inhibitor	rCAG RNA binder	SMARCA2 act	NPR2 activator	NPR1 activator	HTRA1 inhibitor	NR1D1 modulator
O=C(Cc1ccccc1)NCc1ccccn1	-3.8	12.5	-0.6	-16.4	0.4	-3.1	3.7	-1.2	3.0	2.4
CCN(CC)C(=S)NC(=O)c1cc(OC)c(OC)c(OC)c1	6.0	-5.3	-5.1	-0.7	-1.3	0.7	0.4	2.4	0.1	-5.4
CCc1nc2ccc(C(=O)NCCCN3CCCC3=O)cn2c1N(C=O)CC	-10.3	7.4	-2.0	10.1	5.0	1.4	4.0	1.9	x	-8.4
CCc1ccc(NC(=O)C(C)OC(=O)Cn2[nH]c(=O)c3ccccc3c2=O)cc1 (configuration not stated)	0.8	-3.3	2.2	-0.2	0.0	-6.6	-0.9	0.7	3.6	-1.4

# Profiles, quoted from the list. Order of values: mABHD4 FP, ASAP1 GAP inh, PG9 binder, ARFGAP1 inhibitor, rCAG RNA binder, SMARCA2 act, NPR2 activator, NPR1 activator, HTRA1 inhibitor, NR1D1 modulator
# COc1ccc(/C=C(\NC(=O)c2ccc(OC)cc2)C(=O)N2CCCCC2)cc1 is listed with 2.0, 6.3, 0.8, 9.3, -6.6, 3.2, 0.3, -4.6, 0.1, 2.0
# COc1ccc(Nc2nnc(SCC(=O)NC3CCCC3)s2)cc1 is listed with 1.1, -14.7, -1.2, -4.7, 4.4, -2.3, 1.8, -4.0, 0.1, -4.1
# CCOc1ncccc1C(=O)OCC(=O)Nc1nnc(-c2ccccc2)o1 is listed with -4.1, 7.5, -0.4, 1.3, 17.0, -2.9, -7.4, 0.5, 6.9, 1.2

# The list goes on.
molecule	mABHD4 FP	ASAP1 GAP inh	PG9 binder	ARFGAP1 inhibitor	rCAG RNA binder	SMARCA2 act	NPR2 activator	NPR1 activator	HTRA1 inhibitor	NR1D1 modulator
Cc1nc(C)c(C(=O)C2=C(O)C(=O)N(CCN(C)C)C2c2ccccc2)s1 (configuration not stated)	5.4	-9.8	0.2	12.3	-2.2	0.4	6.4	3.6	0.9	1.7
COc1ccc(N2CCN(CCNC(=O)CCN3C(=O)COc4ccccc43)CC2)cc1	-0.9	1.4	0.7	-11.0	-4.0	0.2	4.0	-2.8	0.5	-0.8
COc1ccc(CNC(=O)C2CCCN(S(=O)(=O)c3ccc(Br)s3)C2)cc1 (configuration not stated)	0.8	2.3	1.6	4.2	0.3	0.2	-2.6	3.0	-8.7	0.3
Cc1csc(SCC(=O)NC(=O)NCc2ccccc2)n1	-0.3	2.2	-1.2	10.5	-4.6	0.8	-5.4	0.1	-8.9	0.4
CCOc1ccc(S(=O)(=O)N2CCN(C(=S)NC3CC3)CC2)cc1	2.1	-13.2	-2.2	11.6	0.2	-3.6	1.4	1.9	2.3	-5.4
CC1CC(OCC(O)C[N+]2(C)CCOCC2)CC(C)(C)C1 (configuration not stated)	-0.2	-5.6	-1.4	1.0	-3.1	-2.4	-3.2	-1.8	-0.9	-0.1
CC12CCC(C(=O)NC3CCCC3)(CC1=O)C2(C)C (configuration not stated)	8.0	7.2	-2.3	-2.1	-3.1	-1.8	2.2	5.1	-4.8	4.9
O=C(CCS(=O)(=O)c1ccccc1)Nc1cccc(-c2nc3ccccc3s2)c1	-34.3	13.5	1.4	-2.3	8.1	-1.2	2.6	2.3	-64.3	-0.9
Nc1nc2cc3ccccc3cc2[nH]c1=O	-0.3	2.5	-1.9	-2.0	-1.0	4.6	-5.8	5.3	4.2	2.5
O=C(Nc1nc2ccccc2s1)C1CCCO1 (configuration not stated)	-0.8	4.4	-1.0	-8.7	0.1	10.7*	-0.6	2.7	1.6	2.7
O=C(NCc1cccnc1)C(=O)NCC(c1ccco1)N1CCN(c2ccccc2)CC1 (configuration not stated)	4.6	12.3	-2.3	7.9	-5.0	-1.8	-3.0	0.5	1.0	1.0
Cc1ccc(C)c(OCC(=O)NC(Cc2c[nH]c3ccccc23)C(=O)O)c1 (configuration not stated)	6.6	1.9	-0.1	6.2	20.2	-2.8	1.1	-1.4	-3.9	-0.8
CCOC1CCCC(n2cnc3c(=S)nc[nH]c32)O1 (configuration not stated)	-5.0	-18.8	4.4	5.3	1.7	-5.5	2.6	-4.4	1.5	-3.0
CN(C)c1cccc(C(=O)N2CCC(n3nccc3NC(=O)C3CCOC3)CC2)c1 (configuration not stated)	1.4	-1.9	1.1	8.6	4.7	-4.2	-2.9	3.7	5.2	2.0
Cc1nn(C(C)C(=O)N2CCCC2)c(=O)c2nn(-c3ccccc3)c(C)c12 (configuration not stated)	-4.4	1.9	1.9	-9.6	-3.8	-2.3	2.6	2.9	10.3	-1.4
CCn1c(=NC(=O)c2ccc(S(=O)(=O)N3CCOCC3)cc2)sc2cccc(OC)c21	-12.2	-9.1	-1.4	-16.1	1.6	-3.4	0.0	-0.9	-5.7	15.1
CCOc1ccc(C(=O)C(C)OC(=O)Cn2[nH]c(=O)c3ccccc3c2=O)cc1 (configuration not stated)	-4.7	-5.7	1.3	-2.1	-3.4	0.4	3.7	0.4	-11.6	-6.5
O=C(O)CC(c1cccc(C(F)(F)F)c1)N1CCS(=O)(=O)CC1 (configuration not stated)	1.8	-1.5	-1.1	4.6	-1.2	-0.6	3.0	0.8	2.8	0.0

# Source: PubChem
